HCMV inh: human cytomegalovirus inhibition. HFF cells, HCMV-luciferase reporter, 72 h; active compounds read low. activity change, negative = inhibition, % at 57.5 µM. 410,000 compounds, 4.5% hits; in the data active means activity change below about -60%; inconclusive means no clear call, values can overlap the other calls; inactive means above about -39%
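Cell-based, HFFs, 1000 cells/well, 16 h 37C; cpds in DMSO + HCMV-luc, MOI 1 PFU/cell; 72 h 37C; OneGlo luminescence after 5 min RT; norm. to buffer vs Salinomycin 10uM.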
Sm TGR block: blocks Schistosoma mansoni thioredoxin glutathione reductase; purified TGR, DTNB reduction, TNB absorbance 405 nm; Potency, µM (doses to about 114 µM), without a hit: at the top dose activity change, negative = inhibition, usual class: inhibitors; 360,000 compounds, 3% hits; AID 485364; further: potency means the concentration at half of the fitted maximal effect; nearly all actives have a fitted effect of over 60% in size
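TGR 20 nM + NADPH 100 uM (dispensed conc.), cpd preinc 15 min RT; start with NADPH (500 uM addition) then DTNB (15 mM addition). Kinetic TNB absorbance, 405 nm filter. Four-parameter Hill fit across titration.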
HCV inh: HCV inhibition; Potency, µM (titrated, usually from 41.8 µM), inactives show at the highest dose activity change, negative = inhibition, hits mostly inhibitors; Huh7.5.1 HCVcc-Cre infection, luciferase reporter, 44 h; 340,000 compounds, 3.4% hits; AID 651820; further: potency means the concentration at half of the fitted maximal effect
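Luciferase read-out (15 sec integration) after a 15 min room-temperature substrate step quantifies HCVcc-Cre infection. Cells, 1,000 per well, had compound added 4 h post-plating, then virus at ~0.5 moi, and were cultured 44 h.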
Giardia FBPA inh: blocks Giardia fructose-bisphosphate aldolase activity; A8B2U2; purified Giardia FBPA; Potency, µM (highest dose often 59.6 µM), without a hit: at the highest dose activity, negative = inhibition, usual class: inhibitors; 290,000 compounds, 0.71% hits; AID 2451; further: potency means the concentration at half of the fitted maximal effect; nearly all actives have a fitted effect of over 55% in size
Target sequence (A8B2U2 whole entry, looked up): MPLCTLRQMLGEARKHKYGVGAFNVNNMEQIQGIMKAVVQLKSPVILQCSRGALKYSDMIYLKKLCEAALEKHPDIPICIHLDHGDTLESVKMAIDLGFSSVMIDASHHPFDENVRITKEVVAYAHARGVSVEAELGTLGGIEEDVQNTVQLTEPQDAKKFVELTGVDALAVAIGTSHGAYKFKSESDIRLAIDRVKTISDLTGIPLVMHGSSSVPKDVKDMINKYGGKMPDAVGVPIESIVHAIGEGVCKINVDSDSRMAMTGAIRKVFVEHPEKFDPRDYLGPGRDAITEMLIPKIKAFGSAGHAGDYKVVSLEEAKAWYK
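Giardia FBPA (40 nM reagent) was preincubated 10 min at RT with compound (up to 57.5 uM final), then substrate plus GAPDH/TPI/NAD/arsenate coupling system with diaphorase/resazurin was added; resorufin fluorescence (525/598 nm) was read after 20 min.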
AmpC detergent: blocks E. coli AmpC beta-lactamase in detergent assay | P00811 | AmpC hydrolysis of nitrocefin, absorbance 480 nm, 0.01% Triton | Potency, µM (highest dose often 114 µM), without a hit: top-dose activity change, negative = inhibition, usual class: inhibitors | 370,000 compounds, 0.041% hits | AID 485294;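 further: potency means the concentration at half of the fitted maximal effect; 0% = no-compound wells and -100% = no-enzyme wells; nearly all actives have a fitted effect of over 25% in size; some results filed as inactive show a strong effect at the top dose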
Target sequence (P00811 whole entry, looked up): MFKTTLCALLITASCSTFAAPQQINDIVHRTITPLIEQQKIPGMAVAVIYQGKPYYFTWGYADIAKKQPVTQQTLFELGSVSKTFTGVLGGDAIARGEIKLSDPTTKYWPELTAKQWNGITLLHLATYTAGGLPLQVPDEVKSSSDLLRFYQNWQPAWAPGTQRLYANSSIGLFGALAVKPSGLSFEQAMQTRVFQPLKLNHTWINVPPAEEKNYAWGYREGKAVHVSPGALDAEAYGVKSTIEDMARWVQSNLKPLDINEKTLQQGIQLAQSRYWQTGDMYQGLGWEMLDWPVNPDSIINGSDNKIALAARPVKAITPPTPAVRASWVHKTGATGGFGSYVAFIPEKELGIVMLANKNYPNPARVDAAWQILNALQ
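AmpC (5.3 nM in the dispensed reagent) in 20 mM phosphate pH 7.0 with 0.01% (detergent screen) or 0.0001% Triton X-100 was preincubated with compounds for 15 min at room temperature. Nitrocefin was then added from an 800 uM solution, and hydrolysis was followed at 480 nm.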
AMA1-RON2 inh: inhibitors of Plasmodium falciparum AMA1-RON2 interaction; AlphaScreen AMA1-biotinylated RON2 peptide binding; Potency, µM (doses to about 58.2 µM), for the others: at the top dose activity change, negative = inhibition, usual class: inhibitors; 360,000 compounds, 0.2% hits; AID 720542;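 further: potency means the concentration at half of the fitted maximal effect; 0% = vehicle wells and -100% = peptide control; nearly all actives have a fitted effect of over 45% in size; some results filed as inactive show a strong effect at the top dose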
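AMA1 (3D7) with his tag at 25 nM final met compounds first, then biotinylated RON2 peptide at 25 nM; detection used donor plus acceptor beads, 10 µg/mL apiece, read by AlphaScreen after 30 min at room temperature.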
Starred values were filed as active, the others as inactive; ? = inconclusive; nt = not tested or not shown; & = joins results of further samples; [ ] = remark or other dose. Unless noted, the call rests on the fitted dose curve; in most records, active means well fitted curve in the direction sought with a large enough effect; inconclusive means small, poorly fitted or top-dose-only effect, or another doubt; inactive means no such curve, though single readings can be large; an effect the other way counts as inactive or inconclusive. Unless noted, on the % scale 0 is the no-effect control and ±100 the full control effect.

SMILES	HCMV inh	Sm TGR block	HCV inh	Giardia FBPA inh	AmpC detergent	AMA1-RON2 inh
Cc1c(C)c2ccc(OCC(=O)N3CCC(C(=O)O)(c4ccccc4)CC3)c(C)c2oc1=O	-34	-8%	0%	9%	-12%	0%
O=C(NC1CCCC1)C(c1ccccc1F)N(C(=O)Cc1cccs1)c1ccc2c(c1)OCCO2 (configuration not stated)	-35	6%	-26%	-3%	4%	-8%
Cc1ccc(NCCCCO)cc1C	-10	16%	8%	-5%	2%	3%
Cc1occc1-c1nnc(SCC(=O)N2CCN(c3ccc(F)cc3)CC2)n1C	?	0%	-60%	0%	-16%	-11%
O=C(Nc1ccccc1N1CCCC1)c1cc(Cl)ccc1Cl	-11	nt	?	1%	-4%	-10%
Cc1ccc(C)c(C(=O)COC(=O)CN2C(=O)C3C4CCC(C4)C3C2=O)c1 (configuration not stated)	?	14%	12%	12%	-1%	-5%
COc1cccc(-n2nc(C(=O)O)c3ccccc3c2=O)c1	?	-4%	-8%	8%	4%	6%
Cc1ccc(N2Cc3ccccc3C2=O)cc1	36	-4%	-11%	7%	-2%	2%
CCN(CC)S(=O)(=O)c1ccc(NN=C2CCN(C(C)C)CC2)c([N+](=O)[O-])c1	?	-27%	-10%	6%	-6%	-9%
O=C(COC(=O)c1ccc(Cl)cc1O)NC(=O)C1CCCCC1	-20	-1%	-5%	-1%	0%	11%
O=C(Cn1cc(SCc2ccc(F)cc2)c2ccccc21)N1CCOCC1	10	-9%	5%	-19%	-7%	5%
O=C(Cn1ccn(-c2cccc(Cl)c2)c(=O)c1=O)c1ccc(F)cc1	?	0%	nt	nt	-1%	nt
CC(=O)Oc1ccc(C(=O)Nc2cc(C)ccc2NC(=O)COc2ccccc2)cc1	59	12%	?	3%	-10%	18%
CC(C)[C@H](NS(=O)(=O)c1ccccc1)C(=O)OCn1nnc2ccccc2c1=O	25	-9%	7%	8%	-2%	0%
COc1cc(OC)c(OC)cc1CNC(=O)c1cc(S(=O)(=O)N(C)c2ccccc2OC)ccc1C	-25	nt	?	nt	nt	-14%
O=C(c1ccc2c(c1)OCO2)C1CCCN(C(=O)Nc2ccc(F)cc2F)C1 (configuration not stated)	46	-7%[57.1 µM]	9%	4%	0%	0%
Nc1ccc(C(=O)NCCCCCCNC(=O)c2ccc(N)cc2)cc1	-6	-9%	12%	5%	1%	5%
Cc1cnc(NC(=O)CCc2ccccc2)s1	1	-28%	-4%	1%	?	4%
CCOC(=O)c1ccc(N2Cc3ccccc3C2=NC(=O)c2ccncc2)cc1	3	-5%	7%	-3%	-4%	-10%
O=C(NCCc1ccccc1)c1c(F)cccc1F	87	17%	-8%	3%	8%	-13%
CCCc1nc2ccccc2c(=O)n1-c1ccc(C(=O)OCC)cc1	-14	-6%[57.1 µM]	23%	2%	-11%	-8%
CC(=O)NC1=NN(c2ccccc2)C(=O)C1	-27	12%	15%	nt	?	6%
COC(=O)c1ccsc1NC(=O)c1ccco1	-19	-11%	?	-1%	-5%	-5%
CCN1C(=O)/C(=C/C=C2\C=CN(CC)c3ccccc32)SC1=S	-23	?	?	?	?	?
O=C(O)CCNS(=O)(=O)c1cccc(Br)c1	6	-1%	11%	8%	1%	-7%
CC(C)C1CCN(C(=O)C2CCC(=O)N(CCc3ccc(Cl)cc3)C2)CC1 (configuration not stated)	-64*	-5%	?	nt	1%	-6%
COc1ccc(S(=O)(=O)N2CCOCC2)cc1C(=O)N(C)Cc1ccco1	43	nt	-2%	nt	nt	6%
CCC(C)[C@H](NC(=O)N1CCCC1)C(=O)O (some centres not stated)	21	10%[11.4 µM]	18%	1%	-9%	1%
CCOc1ccc(/C=N/n2c(C)nnc2C)cc1OC	38	10%	-8%	0%	-2%	21%
CC(C)(C)NCc1cc(Br)ccc1OCc1cccs1	-30	5%	?	-3%	1%	8%[11.6 µM]
COc1ccc(/C=N/Nc2nncc3ccccc23)cc1	98	0%	?	-1%	-12%	224%[activator]
CC(c1nccs1)N(C)C(=O)CCc1nnc(CCc2ccccc2)o1 (configuration not stated)	-3	-12%[57.1 µM]	12%	5%	1%	5%
COc1cnn(-c2ccc(C)cc2)c(=O)c1SCc1ccccc1	?	2%	9%	3%	-8%	4%
COc1ccc(-c2c(-c3ccc4c(c3)OCO4)noc2C)cn1	60	7%	3%	0%	-9%	-4%
COC(=O)[C@@H]1C[C@@]2(O)[C@H](O)[C@H](O)[C@H](O)C[C@H]2N1Cc1ccc(C)s1	8	-1%	10%	2%&0%	-5%	2%
CC1CCCN(S(=O)(=O)c2ccc3c(c2)n(C)c(=O)c(=O)n3C)C1 (configuration not stated)	-6	7%	18%	8%	3%	-7%

Just Sm TGR block, for some of the entries so far:
canonical_smiles	Sm TGR block
Cc1ccc(C)c(C(=O)COC(=O)CN2C(=O)C3C4CCC(C4)C3C2=O)c1 (configuration not stated)	14%
Cc1occc1-c1nnc(SCC(=O)N2CCN(c3ccc(F)cc3)CC2)n1C	0%

(more compounds)
SMILES	HCMV inh	Sm TGR block	HCV inh	Giardia FBPA inh	AmpC detergent	AMA1-RON2 inh
CCc1ccc(NS(=O)(=O)c2cc3c(cc2C)n(C)c(=O)c(=O)n3C)cc1	-23	-25%	?	6%	-10%	8%
COc1ccccc1OCC(=O)NCC1CCCN(Cc2cnn(C(C)C)c2)C1 (configuration not stated)	0	0%	27%	nt	0%	-1%
CCOC(=O)c1ccc(NC(=O)CC2C(=O)N(c3cccc(OC)c3)C(=O)N2Cc2cccnc2)cc1 (configuration not stated)	-25	8%	nt	nt	2%	nt
O=C(CC1(O)C(=O)c2ccccc2C1=O)c1ccccc1	?	-1%	11%	1%	-20%	0%
N#C/C(=C\C1=C(N2CCOCC2)C(=C\c2ccc(Cl)cc2)/CC1)C(=O)Nc1ccccc1F	44	-11%	?	1%	-9%	-8%
Cc1ccc(SCC(=O)OCC(=O)N(C)CC(=O)Nc2ccc(F)cc2)cc1	-14	-6%	13%	nt	-4%	-16%
C[C@]12CCC3[C@@H](CCC4=CC(=O)CC[C@@]43CO)C1CCC2=O (some centres not stated)	?	-9%	?	11%	-8%	0%
Cc1ccc(/C(=C\CN2CCCC2)c2ccccn2)cc1	24	-20%	-11%	2%&0%&-12%	-11%	3%
O=C(Nc1ccc(N2CCOCC2)c2nonc12)C1CCCC1	0	-6%	0%	0.5µM*	2%	0%
O=C(Nc1ccc(Oc2ccccc2)cc1)c1ccc(F)c(S(=O)(=O)N2CCN(c3cccc(Cl)c3)CC2)c1	-70*	-12%	nt	nt	-1%	nt
NC(=O)NN=C1C2CCCC1C(c1ccccc1)NC2c1ccccc1 (configuration not stated)	-19	30%	-20%	0%	-13%	-21%
COc1cc(C(=O)Nc2cc(S(=O)(=O)N3CCOCC3)ccc2N2CCOCC2)ccc1OC(F)F	0	nt	-13%	nt	nt	-5%
Cc1nc2nc[nH]n2c(=O)c1NS(C)(=O)=O	15	-2%	14%	-7%	12%	-3%
O=C(c1cncc(Br)c1)N1CCN(S(=O)(=O)c2ccccc2)CC1	12	-1%	14%	4%	-7%	0%
CNC(=O)ON(C(=O)NC)C1N(C)C(=S)SC1(C)C (configuration not stated)	-17	-3%	9%	7%	13%	13%
CCOc1cc(-c2noc(CCC(=O)NCCc3ccccc3)n2)ccc1OC	-11	6%	-26%	7%	?	14%
COC(=O)C(O)(c1c(C)[nH]c2ccccc12)C(F)(F)F (configuration not stated)	3	2%	16%	-4%	-6%	-4%
CCOc1ccccc1OCC(=O)N/N=C(\C)Cc1ccc(OC)cc1	41	21%	-6%	13%	8%	1%
CCC(=O)N1c2ccccc2[C@@H](N(C(C)=O)c2ccccc2)C[C@H]1C	207	1%	12%	0%	3%	39%[activator]
CCOc1ccccc1NC(=O)CSc1nc2c(sc3ccccc32)c(=O)n1CCCC(=O)NC1CCCC1	17	0%	nt	nt	-6%	nt
COc1ccc(NC(=O)CCc2ccccc2)cc1S(=O)(=O)N1CCCCC1	?	1%	-13%	nt	-7%	2%[11.6 µM]
O=C1NC(=O)C(c2cccs2)(c2cccs2)N1	-8	-7%	3%	?	-9%	-21%
COc1ccc(/C=N/Nc2nc3ccccc3c(=O)[nH]2)cc1	84	4%	16%	-5%[12.9 µM]	-13%	-9%
COc1cc(OC)cc(C(=O)NNC(=O)CN2C(=O)NC3(CCCC3)C2=O)c1	?	5%	-12%	nt	8%	1%

2 entries from above, with bars between the fields:
SMILES | HCMV inh | Sm TGR block | HCV inh | Giardia FBPA inh | AmpC detergent | AMA1-RON2 inh
O=C(COC(=O)c1ccc(Cl)cc1O)NC(=O)C1CCCCC1 | -20 | -1% | -5% | -1% | 0% | 11%
COc1cccc(-n2nc(C(=O)O)c3ccccc3c2=O)c1 | ? | -4% | -8% | 8% | 4% | 6%

The list continues.
SMILES	HCMV inh	Sm TGR block	HCV inh	Giardia FBPA inh	AmpC detergent	AMA1-RON2 inh
COC(=O)c1ccc(OCC2c3cc(OC)c(OC)cc3CCN2C(=O)c2ccccc2F)cc1 (configuration not stated)	14	10%	nt	nt	4%	nt
CCN(CC)C(=O)CSc1ccccc1N	40	4%	6%	2%	0%	4%
N#Cc1ccc(C(=O)NN2C(=O)NC3(CCCCC3)C2=O)cc1	-8	-9%	4%	nt	0%	0%
CC(=O)NS(=O)(=O)c1ccc(NC(=O)CC23CC4CC(CC(Br)(C4)C2)C3)cc1	-11	7%	29%	nt	3%	-6%
Cc1cc(C)c(OCC(=O)Nc2ccccc2N2CCOCC2)c(C)c1	-20	-33%	?	0%	?	15%
NC(=O)CC(NC(=O)Cc1cccc2ccccc12)c1ccc(NCCc2cccc(F)c2)c([N+](=O)[O-])c1 (configuration not stated)	-27	6%	5%	3%	5%	4%
CCn1c(C)cc(C(=O)CN2C(=O)c3ccccc3S2(=O)=O)c1C	?	-8%	-18%	nt	-3%	-2%[11.6 µM]
NS(=O)(=O)c1ccc(NC(=O)CSc2nnc(COc3ccccc3Cl)n2C2CC2)cc1	11	-3%	-1%	4%	?	40%[activator]
Cn1c(CC(=O)Nc2ccccc2)n[nH]c1=S	47	10%	1%	-1%	-3%	-2%
COC(=O)c1ccccc1NC(=O)CSc1nncn1C	33	-5%	7%	1%	?	-1%
COC(=O)c1ccc(C(=O)OC)c(NC(=O)c2cc3nc(-c4ccc(C)cc4)cc(C(F)(F)F)n3n2)c1	7	1%	nt	nt	1%	nt
C=CCOc1ccc(C=Nc2cccc(Cl)c2)c(O)c1	11	-1%	21%	-3%	-6%	0%[11.6 µM]
COc1ccc(CCN2CC(C(=O)NCCc3ccccn3)CCC2=O)cc1 (configuration not stated)	-23	2%	14%	-1%	-7%	14%
O=C(CSc1ncccn1)N1CCc2ccccc2C1	76	12%	13%	-4%	4%	2%
Cc1csc(NC(=O)c2ccc(S(=O)(=O)N3CCCC3)cc2)n1	-1	0%	-1%	-3%	-1%	0%
O=C1OCCN1C(=O)[C@H]1[C@H](c2ccc(Cl)cc2)C(c2cccc(Cl)c2)=NN1c1ccc(Br)cc1	-36	nt	?	-5%	nt	79%[activator]
CC(NC(=O)CN1C(=O)NC(Cc2ccccc2)(Cc2ccccc2)C1=O)C12CC3CC(CC(C3)C1)C2 (configuration not stated)	23	8%	-15%	-8%	?	-17%

The order is random; any-hit rate near 9.3%.
